Assay outcomes as filed in PubChem.
Pin1 inhibitor: inhibitors of human Pin1; Pin1 FP peptide displacement, HiFluor488, 10 min; Potency, µM (doses to about 115 µM), without a hit: at the highest dose activity, negative = inhibition, most hits filed as inhibitors; hit rate 0.009% among 390,000; AID 504891; active = well fitted inhibition curve with a large enough effect in the polarisation, with a control signal flat, not every such curve was filed as active; inconclusive = small, poorly fitted or top-dose-only effect, or effect the other way, or a change in a side signal; inactive = no such curve, though single readings can be large or run the other way; the % refers to the polarisation; also: % is scaled to controls: 0 for no effect and ±100 for the full control effect
Target sequence (Q13526 whole entry, looked up): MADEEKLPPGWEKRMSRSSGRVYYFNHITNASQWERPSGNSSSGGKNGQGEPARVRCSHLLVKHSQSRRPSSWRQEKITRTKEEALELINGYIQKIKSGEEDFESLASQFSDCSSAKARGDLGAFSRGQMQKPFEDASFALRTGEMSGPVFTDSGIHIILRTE
HP1b chromo inh: blocks HP1-beta chromodomain binding to methylated histone tails; P83916; AlphaScreen HP1-beta / biotin-H3K9me3 peptide binding; Potency, µM (highest dose often 114 µM), for the others: at the top dose activity change, negative = inhibition, actives largely listed as inhibitors; hit rate 0.56% among 390,000; also: nearly all actives have a fitted effect of over 70% in size; inactives centre near 23
Target sequence (P83916 whole entry, looked up): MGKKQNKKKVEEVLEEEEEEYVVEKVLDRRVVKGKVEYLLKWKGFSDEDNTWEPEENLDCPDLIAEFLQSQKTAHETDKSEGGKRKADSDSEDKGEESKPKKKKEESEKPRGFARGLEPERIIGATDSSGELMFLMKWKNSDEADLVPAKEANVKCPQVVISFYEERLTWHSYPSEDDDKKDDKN
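HP1-beta protein (50 nM final) preincubated 30 min at room temperature with biotinylated H3(1-18)K9me3 peptide (50 nM) in PBS pH 7.4, 0.01% Tween-20, then compound added for 30 min. AlphaScreen streptavidin donor/nickel chelate acceptor beads (10 ug/mL final), 30 min dark, luminescence read.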
ERG-DNA inh: ERG Ets/DNA interaction inhibition; fluorescence polarization, His-ERG Ets domain / labelled DNA; hit rate 0.028% among 370,000; P11308; Potency, µM (doses to about 76.9 µM), for inactives: at the highest dose FP activity, negative = inhibition, hits mostly inhibitors; AID 624246; active = well fitted inhibition curve with a large enough effect in the polarisation, with a control signal flat; inconclusive = small, poorly fitted or top-dose-only effect, or effect the other way, or a change in a side signal; inactive = no such curve, though single readings can be large or run the other way; the % refers to the polarisation;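 also: polarization taken with two DNA probes labelled with fluorescein and Texas red; % of control where 0% means no effect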
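His-tagged ERG Ets domain (1 uM in the protein solution; 300mM KCl, 50mM Tris-HCl, 1mM EDTA, 1mM DTT, pH 7.5) received compound, then a probe mix of 5 nM fluorescein-DNA and 100nM Texas-615-DNA. Fluorescence polarization was read for both dyes.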
GLS inh: glutaminase GLS (human) inhibition; O94925; hit rate 0.21% among 410,000; GLS enzymatic activity, qHTS titration; Potency, µM (titrated, usually from 45.5 µM), inactives show at the top dose activity change, negative = inhibition, usual class: inhibitors; AID 624170; also: % is scaled to controls: 0 for no effect and ±100 for the full control effect
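Coupled fluorescence readout: glutamate oxidase/HRP/Amplex Red detect glutamate formed by hKGA from L-glutamine (1 mM solution added). Buffer 45 mM KH2PO4 pH 8.2, 0.02% Tween-20; reads at t0 and 30 min RT.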
JMJD2A Tudor inh: blocks the human JMJD2A Tudor domain; O75164; AlphaScreen JMJD2A-Tudor / H3K4me3 peptide binding; Potency, µM (titrated, usually from 114 µM), for the others: top-dose activity change, negative = inhibition, usual class: inhibitors; hit rate 4.4% among 390,000; AID 504339; also: % is scaled to controls: 0 for no effect and ±100 for the full control effect; nearly all actives have a fitted effect of over 50% in size
RGS4 inhibitor: blocks human RGS4-accelerated GTP hydrolysis. P49798. hit rate 0.039% among 390,000. AID 504845. Potency, µM (top dose mostly 114 µM), without a hit: at the highest dose activity change, negative = inhibition, usual class: inhibitors. Transcreener GDP fluorescence polarization, RGS4-accelerated GTP hydrolysis; also: % is scaled to controls: 0 for no effect and ±100 for the full control effect; nearly all actives have a fitted effect of over 75% in size; some results filed as inactive show a strong effect at the top dose
Target sequence (P49798 whole entry, looked up): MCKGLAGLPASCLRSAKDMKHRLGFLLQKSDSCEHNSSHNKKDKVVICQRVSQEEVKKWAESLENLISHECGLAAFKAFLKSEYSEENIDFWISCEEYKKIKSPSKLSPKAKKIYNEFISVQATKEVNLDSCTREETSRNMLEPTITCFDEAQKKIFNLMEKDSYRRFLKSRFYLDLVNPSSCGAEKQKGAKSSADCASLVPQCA
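MLSMR compounds (23 nl, pin-transferred) preincubated 10 min at room temperature with a 500nM (2x) first reagent, then RGS4 at 900nM (2x) plus Transcreener GDP mix added; fluorescence polarization (620/688 nm) read before and after 90 min at 30 °C.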
ALOX12 inh: blocks human arachidonate 12S-lipoxygenase. purified 12hLO, xylenol orange hydroperoxide absorbance. Potency, µM (doses to about 108 µM), inactives show at the highest dose activity change, negative = inhibition, hits mostly inhibitors. hit rate 1.1% among 580,000; also: % is scaled to controls: 0 for no effect and ±100 for the full control effect
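Purified human 12hLO (150 nM final) in 25 mM Hepes, 0.01% Triton X-100, pH 7.0 was preincubated 15 min at room temperature with compound. Then 40 uM arachidonic acid was added, 30 min. Hydroperoxide was read by Fe-XO absorbance ratio 573/405 nm.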
TrxR1 inh: blocks rat thioredoxin reductase 1; recombinant rTrxR1, NADPH fluorescence consumption, selenite substrate; O89049; hit rate 1% among 390,000; AID 588453; Potency, µM (highest dose often 114 µM), inactives show at the highest dose activity change, negative = inhibition, actives largely listed as inhibitors; also: % is scaled to controls: 0 for no effect and ±100 for the full control effect; nearly all actives have a fitted effect of over 65% in size
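Rat TrxR1 (90 nM in the dispensed reagent) was pre-reduced with 400 uM NADPH for 5 min at room temperature, then incubated with compound for 15 min. After 400 uM selenite was added, NADPH fluorescence (Ex 340/Em 450 nm) was followed for 8 min.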
Tb PGK inh: T. brucei PGK inhibition; hit rate 0.043% among 380,000; PGK/GAPDH coupled, Kinase-Glo luminescence, 60 min; Potency, µM (doses to about 57.5 µM), inactives show top-dose activity change, negative = inhibition, actives largely listed as inhibitors; P07378; also: % is scaled to controls: 0 for no effect and ±100 for the full control effect; nearly all actives have a fitted effect of over 60% in size
Target sequence (P07378 whole entry, looked up): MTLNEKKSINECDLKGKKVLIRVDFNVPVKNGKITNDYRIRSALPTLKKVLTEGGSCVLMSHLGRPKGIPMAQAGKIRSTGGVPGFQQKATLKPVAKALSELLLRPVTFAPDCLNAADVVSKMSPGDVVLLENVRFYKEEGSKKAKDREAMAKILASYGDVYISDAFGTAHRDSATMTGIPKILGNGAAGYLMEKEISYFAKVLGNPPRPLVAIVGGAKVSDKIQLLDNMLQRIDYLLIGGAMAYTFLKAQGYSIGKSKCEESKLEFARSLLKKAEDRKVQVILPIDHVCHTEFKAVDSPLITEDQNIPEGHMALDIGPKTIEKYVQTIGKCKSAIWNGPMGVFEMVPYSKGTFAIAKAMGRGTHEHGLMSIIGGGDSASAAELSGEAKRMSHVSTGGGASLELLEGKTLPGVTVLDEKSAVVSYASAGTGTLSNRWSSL
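Luminescent ATP detection (Kinase-Glo Plus) follows a 60-minute room-temperature incubation, with wells lacking PGK as controls. Buffer: 100 mM TEA (pH 7.6), 5 mM MgCl2, 0.01% Tween-20. Coupling enzyme GAPDH (100 nM final) supplies unstable 1,3-BPG in-well.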
Numbers without * were called inactive; i = inactive; u = inconclusive; x = not tested or not shown; & = joins results of further samples; [ ] = dose if it differs, or a comment. Unless noted, calls follow the shape of the dose curve; as a rule, active = well fitted curve in the direction sought with a large enough effect; inconclusive = small, poorly fitted or top-dose-only effect, or another doubt; inactive = no such curve, though single readings can be large; an effect the other way counts as inactive or inconclusive. Potency is read from the fitted curve at half-maximal effect.

smiles	TrxR1 inh	GLS inh	ALOX12 inh	RGS4 inhibitor	Tb PGK inh	Pin1 inhibitor	HP1b chromo inh	ERG-DNA inh	JMJD2A Tudor inh
COc1ccc(/C=C/C(=O)Nc2ccc3c(c2)CCC3)cc1OC	-12%	10%	6%	18%	0%	-4%	5%	11%	u
CCOc1ccc(Nc2nc(N)nc(CN(C)C3CCCCC3)n2)cc1	-17%	-6%	13%	-19%	i	2%	32%	43%[activator]	20µM*
COCCN1C(=O)N(C)[C@@H](c2ccccc2)C(C(C)=O)=C1C	-21%	-2%	u	4%	i	-2%	36%[activator]	-12%	-4%
OC(c1ccccc1)(c1ccccc1)c1nccc2ccccc12	1%[11.4 µM]	-1%	7%	12%	-6%	-1%	36%[activator]	-5%	-4%
CCc1ccccc1NC(=O)c1ccc2c(c1)N(Cc1cc(C)ccc1C)C(=O)c1ccccc1S2(=O)=O	30%	-9%	-3%	17%	1%	u	14%	1%	-22%
COc1cccc(/C=N/Nc2cc(N3CCOCC3)ncn2)c1O	23%	17%	-5%	-4%	-10%	17%	37%	2%	45µM*
O=C(NCCC1=CCCCC1)C1COc2ccccc2O1 (configuration not stated)	9%[57.1 µM]	7%	0%	u	i	4%	39%	-3%	-2%
CS(=O)(=O)N(C(=O)NC(=O)NC1CCS(=O)(=O)C1)C1CCCCC1 (configuration not stated)	16%	3%	2%[57.4 µM]	-27%	-7%	4%	-7%	x	-8%
CC1=C(c2ccc(C(C)C)cc2)S(=O)(=O)NC1=NCCCN1CCN(c2ccccc2F)CC1	17%	-6%	u	5%	-9%	-1%	-1%	-1%	-9%
CCN(C(=S)NCc1ccccc1)c1cccc2ccccc12	9%	-2%	0%	33%	5%	-6%	98%[activator]	-6%	35%
CC(C)OC(=O)c1sc2nc(-c3ccccc3)ccc2c1N	9%	1%	0%	8%	3%	13%	44%[activator]	-3%	19%
O=C(CN1c2ccccc2Sc2ccccc21)N/N=C/c1ccc(Cl)cc1Cl	25%	2%	0%	-15%	i	15%	14%	22%	u
O=[N+]([O-])c1cccnc1N1CCC(c2cc(-c3cccc(C(F)(F)F)c3)n[nH]2)CC1	1%	1%	-29%	7%[11.4 µM]	-1%	-2%	u	-5%	-15%[11.4 µM]
Cc1c(Cl)cccc1NC(=O)CSCc1cc(=O)[nH][nH]1	-19%	29%	9%	-14%	-9%	-1%	3%	-11%	-28%
Cc1ccc(C(=O)N2CCN(Cc3ccccc3)CC2)o1	11%	-13%	9%	4%	-2%	-12%	4%	7%	-17%
CC(C)OCCCNc1ncc2c(n1)CC(c1ccccc1)CC2=O (configuration not stated)	34%[57.1 µM]	0%	-2%	4%	-6%	2%	-1%	-3%	-20%
O=C1CCC(=O)N1CCSC(=S)N1CCOCC1	14%[11.4 µM]	1%	u	-33%	0%	0%	48%[activator]	-17%	3%
CC1CN(C(=O)N2CCC(C(=O)NC3CCCCCC3)CC2)c2cc(Cl)ccc2O1 (configuration not stated)	9%	-3%	3%	3%	3%	u	u	1%	-34%
Cc1cc(C(=O)N2CCc3ccccc3C2)n[nH]1	2%	0%	9%	14%	1%	3%	29%	-9%	-7%
Cc1ccc(Cn2ccc(NC(=O)c3c(-c4ccccc4Cl)noc3C)n2)cc1	-3%	14%	-7%	13%	8%	-1%	13%	-2%	-15%
COC(=O)c1c(-c2ccc(Cl)cc2)noc1N1CCN(c2cc(C)ccc2C)CC1	8%[57.1 µM]	-17%	-10%	6%	9%	4%	17%[57 µM]	-3%	-7%
N#Cc1cc(C#N)c(SCC(=O)N2CC(=O)Nc3ccccc32)nc1N	-28%	-1%	-24%	-36%	6%	6%	42%[activator]	-5%	-26%
Cc1ccc2nc(=O)c(NNc3ccccc3)cnc2c1	24%&14%	4%	u	-18%&12%	6%	16%&2%	28%&19%	6%	-8%&-21%
Cc1ccc(-n2nnnc2CNC(=O)c2ccc3c(c2)OCO3)cc1C	8%	-6%	0%	0%	i	9%	38%	3%	2%
CCC(CC)C(=O)Nc1cc(C)c2c(=O)oc3ccccc3c2n1	20%	-3%	u	9%	-4%	13%	79%[activator]	19%	8%
N#CCSc1nnc(SCC#N)s1	16%[0.0914 µM]	16%	-1%	12%	-4%	4%	-4%	11%	-30%
O=C(COC(=O)c1ccc2c(c1)C(=O)N(CCc1ccccc1)C2=O)Nc1ccc(OC(F)F)cc1	-8%	-16%	-19%	-3%	-9%	1%	24%	-10%	-8%
Cc1cc(NCc2ccco2)nc2cc(O)ccc12	9%	6%	-13%	-4%	-1%	6%	34%	1%	-31%
Cc1ccc(CNC(=O)Cn2cccc2C(=O)c2ccccc2C)cc1	20%&8%	-7%&-9%	-30%&-23%	7%&-3%	-5%	-3%&-4%	25%&3%	9%&0%	-18%&-22%
CCOC(=O)[C@@H]1[C@H]2COc3ccccc3[C@@H]2N2C(=O)N(c3ccc(C(F)(F)F)cc3)C(=O)[C@]12C	3%	-10%	4%	5%	-2%	-2%	41%[activator]	8%	-11%
COc1ccc(C(=O)Oc2ccc(C(C)=O)cc2)c(OC)c1	14%[57.1 µM]	2%	4%	-32%	i	4%	23%	-1%	-14%
C[C@@H](C(=O)NCc1ccccn1)[C@@H]1C[C@@]1(C)[C@@H](NC(=O)OCc1ccccc1)c1ccccc1	17%[57.1 µM]	0%	-1%	3%	10%	-11%	32%	8%	-19%
NC(=O)c1cc(NC(=O)CCc2nc3ccccc3s2)cc(C(N)=O)c1	14%[57.1 µM]	-13%	13%	-12%	-3%	4%	23%	-3%	4%
COc1ccc(OC)c(CN2CCN(CCc3ccccc3)C(CCO)C2)c1 (configuration not stated)	4%[57.1 µM]	10%	-1%	13%	-2%	3%	3%	-4%	-4%
CCOc1ccccc1NC(=O)c1ccc(S(=O)(=O)N2CCCCC2)cc1	11%	-17%	-16%	2%	-2%	2%	19%[57 µM]	-3%	-4%
COc1ccc(S(=O)(=O)N2CCCCC2)cc1NC(=O)c1cc([N+](=O)[O-])ccc1N1CCOCC1	25%	12%	1%	u	-4%	3%	-12%	2%	-26%
CN(CC(=O)Nc1cccc(F)c1)C(=O)c1cc(-c2ccccc2)nc2ccccc12	-1%	1%	-30%	-33%	-9%	57%[activator]	17%	0%	-4%
CC(=O)N1CC(C)Sc2ccc(S(=O)(=O)NCCc3cccc(C)c3)cc21 (configuration not stated)	33%[57.1 µM]	11%	-16%	-58%[56.9 µM]	i	-4%	18%	1%	u
CCOC(=O)C1=C(C)Nc2[nH]c(=O)[nH]c(=O)c2C1c1cccs1 (configuration not stated)	8%	7%	-36%	7%	i	-5%	23%	3%	-22%
C/C(=N\Nc1nccnc1Cl)c1ccc([N+](=O)[O-])cc1	-6%	2%	463%[activator]	-10%	-4%	0%	-4%	-8%	-14%
CCCn1nc(C(=O)Nc2nc(-c3ccccn3)cs2)c2ccccc2c1=O	-3%	4%	337%&-6%[activator]	-17%	8%	5%	30%	3%	56µM*
COCCCN1C(=O)c2[nH]nc(-c3ccccc3O)c2C1c1ccc(OCc2ccccc2)cc1 (configuration not stated)	16%	9%	-8%	-13%	-9%	0%	4%	-2%	u
COc1ccc(C(=O)NCc2ccc(-c3nc4ccccc4s3)cc2)cc1	25%	3%	11%	39%	x	2%	16%	x	-9%
COc1ccccc1CCNC(=O)C(=O)NCC1OCCN1S(=O)(=O)c1ccc(Br)cc1 (configuration not stated)	-4%	4%	14%	18%	-4%	2%	36%	-7%	-3%
COCCN1Cc2cccc(C(=O)Nc3ccc(-c4nc5ccccc5[nH]4)cc3)c2C1=O	-10%	11%	1%	16%	1%	12%	21%	10%	-2%
COc1ccc(Cl)cc1N1C(=O)C2CCCN2C1c1ccc(F)c(F)c1 (configuration not stated)	19%[57.1 µM]	0%	263%[activator]	-6%	8%	2%	40%[activator]	1%	-8%
COc1ccc(CCN(C)C(=O)CN2C(=O)c3ccccc3S2(=O)=O)cc1OC	6%[57.1 µM]	9%	35%[activator]	u	-10%	-1%	u	-1%	79µM*
COc1ccc(NC(=O)Nc2ncn(Cc3cccc(C(F)(F)F)c3)n2)cc1OC	-1%	x	-17%	-13%	i	-2%	21%	-3%	u
COc1ccc(C2(CNC(=O)c3cccc([N+](=O)[O-])c3)CCCCC2)cc1OC	-10%	-5%	-12%	-19%	-6%	4%	-7%	-12%	-28%
Cc1ccc(OCC(=O)N/N=C\c2ccc(C)o2)c(C)c1	14%[57.1 µM]	-6%	-3%	-23%	0%	1%	41%[activator]	9%	-5%
Cc1cccc(/C(N)=N/OC(=O)c2ccc(Br)o2)c1	-9%	6%	-12%	19%	-1%	6%	58%[activator]	-4%	24%

Only part of the results is shown (hit frequency here may not be typical).
